cytoskel mod = modifiers of cytoskeleton assembly; AID 836; 91,000 compounds, 0.18% hits; HUVEC TNFa F-actin phalloidin imaging, high content; inhibition, % at 2 µM;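 active = inhibition above the batch mean plus 3 SD and confirmed as a hit by visual image inspection, cut at about 30% in these data, passing the limit was not always enough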; also: strong numbers were not always called active
HUVEC tox TNFa = toxic to HUVEC cells under TNF alpha stimulation. HUVEC TNFalpha-stimulated, Hoechst cell count, imaging. cell count reduction, % at 2 µM. 93,000 compounds, 0.17% hits. AID 848;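 active = cell count reduction exceeding the screen mean by over 5 SD, scaled to untreated wells per plate, cut at about 78% in these data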;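 also: cells counted after 24 h of TNF alpha exposure following the 1 h pretreatment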
FAK inh = blocks human focal adhesion kinase activity | AID 727 | 97,000 compounds, 0.84% hits | Q05397 | inhibition, %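 (tested at 7 µM)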 | biochemical FAK kinase activity assay; in the data active = inhibition above about 19%;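 also: 0% = DMSO and 100% = reference compound high control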
PTPN22 inh 2 = blocks human PTPN22 phosphatase activity; inhibition, % at 2 µM; Q9Y2R2; recombinant LYP catalytic domain, DiFMUP fluorescence; 96,000 compounds, 0.21% hits; AID 640;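 active = inhibition at 2 µM at or above a set limit, the screen mean plus 3 SD, cut at about 24% in these data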;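 also: 0% = DMSO with enzyme and 100% = enzyme fully blocked by orthovanadate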
PTK2B oligo ant = antagonists of human Pyk2 oligomerization | Q293 cells, Pyk2 FERM NanoBiT luminescence; stronger effect = lower value | z-score (the deposit names both 25 µM and 10 µM) | 99,000 compounds, 0.83% hits;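 active = Z-score of -3 or lower, scaled per plate to the spread of control and sample wells; inactive = z-score above -3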;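 also: negative z-score means lost luminescence so less FERM oligomerization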
Target sequence (Q14289 whole entry, looked up): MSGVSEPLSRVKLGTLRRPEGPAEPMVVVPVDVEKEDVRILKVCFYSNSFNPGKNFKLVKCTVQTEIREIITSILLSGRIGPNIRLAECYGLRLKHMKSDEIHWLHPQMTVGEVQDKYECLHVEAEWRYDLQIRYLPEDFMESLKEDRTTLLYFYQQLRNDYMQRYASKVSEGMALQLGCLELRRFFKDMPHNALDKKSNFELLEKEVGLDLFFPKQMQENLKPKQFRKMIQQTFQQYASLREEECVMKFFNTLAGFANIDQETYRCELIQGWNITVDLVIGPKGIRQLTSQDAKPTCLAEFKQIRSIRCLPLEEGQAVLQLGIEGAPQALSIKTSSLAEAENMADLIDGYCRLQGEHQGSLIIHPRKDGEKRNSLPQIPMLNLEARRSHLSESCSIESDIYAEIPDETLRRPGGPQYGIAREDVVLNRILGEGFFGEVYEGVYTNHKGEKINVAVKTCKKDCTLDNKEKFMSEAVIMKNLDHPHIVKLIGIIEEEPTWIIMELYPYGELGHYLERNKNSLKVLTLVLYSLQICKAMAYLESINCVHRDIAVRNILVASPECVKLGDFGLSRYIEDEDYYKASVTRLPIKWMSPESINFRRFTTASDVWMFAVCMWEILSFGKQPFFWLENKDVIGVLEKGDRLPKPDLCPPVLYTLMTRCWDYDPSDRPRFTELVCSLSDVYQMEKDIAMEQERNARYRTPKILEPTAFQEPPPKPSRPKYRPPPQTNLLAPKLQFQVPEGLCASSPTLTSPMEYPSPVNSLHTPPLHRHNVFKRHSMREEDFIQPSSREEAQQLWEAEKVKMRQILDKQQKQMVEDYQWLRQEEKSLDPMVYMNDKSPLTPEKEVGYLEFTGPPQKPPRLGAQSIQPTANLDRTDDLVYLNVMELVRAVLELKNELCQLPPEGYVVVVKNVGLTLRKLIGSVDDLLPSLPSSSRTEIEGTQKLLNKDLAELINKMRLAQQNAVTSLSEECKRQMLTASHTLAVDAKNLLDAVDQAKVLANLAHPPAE
IL1B cytotox = toxic to HUVEC cells under IL-1B stimulation. AID 845. HUVEC cell count loss, Hoechst imaging, IL-1B stimulated. 94,000 compounds, 0.41% hits. cell count reduction, % at 2 µM;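 active = cell count reduction more than 3 SD above the screen-wide mean, cut at about 70% in these data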;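 also: normalized per plate to untreated control cells as the no-loss baseline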
LYP act = increases human PTPN22 phosphatase activity. Q9Y2R2. recombinant LYP, DiFMUP fluorescence; 0 = plate median, 100 = signal doubled. activation, % at 2 µM. 96,000 compounds, 0.11% hits. AID 697;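 active = activation at 2 µM above a set limit, the mean plus 5 SD, cut at about 37% in these data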
VCAM1 TNFa inh = reduces TNF alpha induced VCAM1 expression in HUVEC. HUVEC TNFa-induced VCAM-1 immunofluorescence, high-content imaging. inhibition, % at 2 µM. 95,000 compounds, 0.48% hits. AID 802;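 active = inhibition above the batch mean plus 3 SD, with images confirmed as a hit by eye, cut at about 37% in these data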;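 also: 0% = TNF-stimulated DMSO wells and 100% = unstimulated control wells; not every result past the cut was called active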
ERa SRC1 inh = ER-alpha (human) coactivator binding inhibition; inhibition, % at 25.6 µM; P03372; 86,000 compounds, 1.7% hits; TR-FRET ER-alpha LBD / SRC-1 peptide, estradiol-bound; in the data active = inhibition above about 50%;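 also: 0% = receptor plus peptide control and 100% = peptide only without receptor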
The depositor's hits bear a star; x = no result given; [ ] = another dose, or the depositor's remark. The order is random, and some 3.8% of all compounds hit somewhere here.

Preview:
SMILES | cytoskel mod | HUVEC tox TNFa | FAK inh | PTPN22 inh 2 | PTK2B oligo ant | IL1B cytotox | LYP act | VCAM1 TNFa inh | ERa SRC1 inh
O=c1c2c(nc3c(-c4ccccc4)c[nH]n13)CCC2 | -18 | -38 | 2 | -5 | -0.28 | 19 | 10 | 26 | -5
O=C(CCn1ccc2ccccc21)Nc1ccc(N2CCOCC2)cc1 | -1 | 52 | 9 | 4 | -0.23 | 2 | -3 | -26 | -1[fluorescence artefact?]
CC(=O)c1ccc2cccc3c2c1N=CN3C | 5 | x | -1 | 6 | -0.2 | 1 | -3 | -27 | x
O=c1c2cnn(-c3ccccc3)c2ncn1Cc1ccccc1F | -13 | 2 | 3 | -13 | x | 5 | 10 | -12 | x
O=C(NCCN1CCOCC1)c1ccc(CS(=O)(=O)c2c(Cl)cccc2Cl)o1 | 9 | -18 | -2 | -20 | x | -5 | 16 | -3 | -5
CCOC(=O)C(C)Sc1nnc(CNC(=O)c2ccc(OC)cc2)n1C1CCCCC1 (configuration not stated) | 2 | -36 | -3 | -2 | 0.7 | 9 | 2 | -14 | -3
Cc1onc(-c2ccccc2)c1C(=O)n1nnc2ccccc21 | 14 | -12 | -1 | -3 | 2.1 | -7 | -1 | 1 | 0
O=C(NC1CC1)c1scc2c1OCCO2 | 9 | -28 | 1 | 15 | -0.2 | -20 | -16 | -17 | -1[fluorescence artefact?]
COC(=O)c1c(C(=O)OC)c(C)n(Cc2cccnc2)c1C | -10 | 0 | -2 | -12 | 1.2 | 20 | 9 | 16 | -4
Cc1nc2c3ccccc3[nH]c(=O)n2n1 | -27 | -2 | -1 | 3 | 0.31 | -9 | -6 | 5 | 2
CSCC[C@H](NC(=O)NCCC1=CCCCC1)C(=O)O | -41 | -31 | 0 | -5 | -0.13 | -20 | 7 | 8 | -6[fluorescence artefact?]

The list itself, previewed entries included:
SMILES | cytoskel mod | HUVEC tox TNFa | FAK inh | PTPN22 inh 2 | PTK2B oligo ant | IL1B cytotox | LYP act | VCAM1 TNFa inh | ERa SRC1 inh
O=c1c2c(nc3c(-c4ccccc4)c[nH]n13)CCC2 | -18 | -38 | 2 | -5 | -0.28 | 19 | 10 | 26 | -5
O=C(CCn1ccc2ccccc21)Nc1ccc(N2CCOCC2)cc1 | -1 | 52 | 9 | 4 | -0.23 | 2 | -3 | -26 | -1[fluorescence artefact?]
CC(=O)c1ccc2cccc3c2c1N=CN3C | 5 | x | -1 | 6 | -0.2 | 1 | -3 | -27 | x
O=c1c2cnn(-c3ccccc3)c2ncn1Cc1ccccc1F | -13 | 2 | 3 | -13 | x | 5 | 10 | -12 | x
O=C(NCCN1CCOCC1)c1ccc(CS(=O)(=O)c2c(Cl)cccc2Cl)o1 | 9 | -18 | -2 | -20 | x | -5 | 16 | -3 | -5
CCOC(=O)C(C)Sc1nnc(CNC(=O)c2ccc(OC)cc2)n1C1CCCCC1 (configuration not stated) | 2 | -36 | -3 | -2 | 0.7 | 9 | 2 | -14 | -3
Cc1onc(-c2ccccc2)c1C(=O)n1nnc2ccccc21 | 14 | -12 | -1 | -3 | 2.1 | -7 | -1 | 1 | 0
O=C(NC1CC1)c1scc2c1OCCO2 | 9 | -28 | 1 | 15 | -0.2 | -20 | -16 | -17 | -1[fluorescence artefact?]
COC(=O)c1c(C(=O)OC)c(C)n(Cc2cccnc2)c1C | -10 | 0 | -2 | -12 | 1.2 | 20 | 9 | 16 | -4
Cc1nc2c3ccccc3[nH]c(=O)n2n1 | -27 | -2 | -1 | 3 | 0.31 | -9 | -6 | 5 | 2
CSCC[C@H](NC(=O)NCCC1=CCCCC1)C(=O)O | -41 | -31 | 0 | -5 | -0.13 | -20 | 7 | 8 | -6[fluorescence artefact?]
CCOc1ccc(OCC)c(NC(=O)CN(C)S(=O)(=O)c2cnc[nH]2)c1 | 12 | 1 | -3 | -12 | -0.94 | -13 | 10 | -19 | -3
COc1cc(/C=C(\C#N)c2nc3ccccc3[nH]2)cc(Br)c1OCc1ccc(F)cc1 | -16 | -16 | -8 | 23 | 0.08 | 5 | -18 | 0 | x
O=C(O)CNS(=O)(=O)c1ccc(F)cc1 | -6 | -24 | -2 | -11 | 1.6 | -15 | 6 | 0 | -3[fluorescence artefact?]
O=C1C(C=NCc2ccccn2)=C(O)c2ccccc21 | x | -38 | 0 | -7 | 0.07 | -7 | 4 | -5 | 2
O=C(Cn1cnc2c(cnn2-c2ccccc2)c1=O)N1CCCc2ccccc21 | 3 | -1 | -5 | 7 | -0.04 | -13 | -3 | -4 | 0[fluorescence artefact?]
O=S(=O)(c1ccc2c(c1)nc(COc1ccc(Cl)cc1)n2CC1CCCO1)N1CCOCC1 (configuration not stated) | 6 | -18 | -1 | -9 | -2.6 | 2 | 9 | 5 | -9
O=c1c2ccccc2nc2n1C(CSCc1ccc(Cl)cc1)CS2 (configuration not stated) | 18 | -11 | 3 | -3 | 0.08 | 4 | 0 | 9 | x
C=C(Br)Cn1c(CC)nc2ccccc21 | -28 | 0 | 4 | -7 | -0.18 | x | 4 | -7 | -12
Cc1ccc(C)n1-c1ccc(C(=O)O)cc1 | x | -6 | -1 | 12 | x | -3 | -15 | -9 | 54*[fluorescence artefact?]
CCC(C)N1C(=O)S/C(=C/c2ccc(Sc3nc4ccccc4[nH]3)o2)C1=O (configuration not stated) | -2 | -11 | 5 | 6 | -0.85 | 30 | -2 | -7 | x
CC(C)CN1C(=O)c2ccc(C(=O)Nc3nccs3)cc2C1=O | -19 | -18 | 0 | -2 | -1.5 | -6 | 3 | 24 | 6
Cc1ccc(-c2nc(CSCC(=O)N3CCOCC3)c(C)o2)cc1 | 29 | -25 | -3 | 7 | 0.86 | -13 | -8 | -10 | 1
CCOc1ccccc1NC(=O)c1ccccc1-c1nc(-c2ccccc2OC)no1 | -1 | 7 | -4 | -7 | -1.5 | -7 | 4 | 8 | -7
O=C(CSc1nnc(C2CC2)n1Cc1ccccc1)c1ccc(S(=O)(=O)N2CCOCC2)cc1 | 19 | -5 | 2 | 6 | 0.65 | -4 | -2 | -1 | 5[fluorescence artefact?]
CCCc1nc2oc3c(NCCN(C)C)ncnc3c2c2c1CCCC2 | 2 | -30 | 1 | 4 | 1.1 | 4 | -6 | 11 | 0
CCc1ccc(NC(=O)N(CCN2CCOCC2)Cc2ccc3c(c2)CCCN3CC)cc1 | 8 | -2 | 3 | -1 | -0.09 | -1 | 0 | 0 | -2
CCOC(=O)c1ccc(NC(=O)CCC(=O)OC)cc1 | -13 | -19 | 3 | -4 | 0.31 | -15 | 4 | 3 | 4[fluorescence artefact?]
CC(C)COc1ccc(C(=O)NC(CC(C)C)C(=O)O)cc1 (configuration not stated) | 3 | -25 | 7 | 3 | -0.08 | -146 | -3 | 3 | 1[fluorescence artefact?]
COc1cc(NC(=O)c2cccs2)ccc1NC(=O)c1ccco1 | 6 | -10 | -1 | 5 | -0.81 | -2 | -2 | 7 | -23

Printed as active in ERa SRC1 inh, of those listed so far:
SMILES | cytoskel mod | FAK inh | PTPN22 inh 2 | PTK2B oligo ant | LYP act | VCAM1 TNFa inh | ERa SRC1 inh
Cc1ccc(C)n1-c1ccc(C(=O)O)cc1 | x | -1 | 12 | x | -15 | -9 | 54*[fluorescence artefact?]

The results go on:
SMILES | cytoskel mod | HUVEC tox TNFa | FAK inh | PTPN22 inh 2 | PTK2B oligo ant | IL1B cytotox | LYP act | VCAM1 TNFa inh | ERa SRC1 inh
O=C(CCCn1c(=O)[nH]c2cc(Cl)ccc2c1=O)NC1CCCCCC1 | -7 | -18 | 3 | -7 | -0.12 | x | 7 | -8 | 3[fluorescence artefact?]
COC(=O)c1ccccc1NC(=O)c1cccs1 | 11 | -6 | 0 | 2 | -0.19 | -41 | -6 | -10 | 15
Cn1c(=O)c2[nH]c(CN(Cc3ccccc3)Cc3ccccc3)nc2n(C)c1=O | -5 | -19 | -1 | -1 | 0.48 | 2 | 1 | -5 | -1
COc1ccc(C(NC(=O)c2ccc(-c3ccccc3)cc2)c2ccccc2)cc1 (configuration not stated) | -5 | -35 | -5 | 8 | 0.31 | -30 | -6 | -18 | x
COc1ccccc1CNC(=O)C1CCCN1S(=O)(=O)c1cccc2cccnc12 (configuration not stated) | 22 | -69 | -2 | -9 | x | -12 | 5 | 8 | -7
COc1ccc(OC)c(S(=O)(=O)N2CCN(c3c(C)cccc3C)CC2)c1 | -1 | -10 | -3 | 9 | x | -24 | -10 | 22 | -3
CC(C)c1ccc(-c2c(C#N)c(N)nc(SCC(=O)N3CCCCCC3)c2C#N)cc1 | x | 17 | -10 | -9 | x | -26 | 5 | 15 | 43[fluorescence artefact?]
O=C(CSc1nnc(-c2cnccn2)n1Cc1ccco1)c1ccc(Cl)cc1 | -29 | -17 | 3 | -6 | -0.5 | -1 | 2 | 14 | 8
CC(=O)c1ccc(-n2nncc2C)cc1 | 50 | -22 | -1 | 1 | 0.78 | -14 | -5 | 11 | -5
O=C1CC(c2ccc(S(=O)(=O)NC3CC3)cc2)CN1 (configuration not stated) | -6 | -25 | 1 | -9 | x | 23 | 8 | 10 | -2[fluorescence artefact?]
Cc1cc(/C=c2/sc3nc4ccccc4n3c2=O)c(C)n1-c1ccccn1 | 1 | 0 | 5 | 1 | -0.33 | -26 | 0 | -12 | -8
O=C(COC(=O)c1n[nH]c(=O)c2ccccc12)c1ccc(Cl)cc1 | -5 | 2 | 0 | 1 | 0.99 | -34 | 1 | 16 | x
c1ccc(-c2cc3c(nn2)CCc2nonc2-3)cc1 | 12 | 10 | 0 | -2 | -0.07 | -2 | 6 | -14 | -8
CC1(C)Cc2c(ccc3ccccc23)C(c2cc3ccccc3oc2=O)=N1 | 9 | 6 | 3 | 1 | -1.3 | 3 | 1 | 16 | 60*[fluorescence artefact?]
CCOC(=O)C(Cc1ccc(NC(=O)/C(=C/c2ccccc2)NC(=O)c2ccccc2)cc1)N1C(=O)c2ccccc2C1=O (configuration not stated) | 4 | -38 | -5 | 7 | -0.26 | -40 | -3 | -6 | x
CC(=O)c1c(O)c(C)c(-c2ccccc2)n(-c2ccccc2)c1=O | -9 | 10 | 1 | 0 | 0.22 | -19 | 2 | 12 | x
CCN1C(=O)CC(Sc2ccccc2C(=O)O)C1=O (configuration not stated) | -39 | 10 | -1 | -3 | 0.1 | -1 | 4 | -12 | 3[fluorescence artefact?]
CC1CCN(C(=O)c2ccc3c(c2)OCCO3)CC1 | 40 | -9 | 2 | 20 | -0.65 | -1 | -17 | 8 | 0
CCc1cccc(NC(=O)NC2CCCCC2)c1 | x | x | 0 | 10 | 0.39 | 0 | -10 | x | -4
O=C(O)Cn1cc(C(=O)c2cccs2)c2ccccc21 | 9 | -14 | -3 | -6 | -0.24 | -16 | 6 | 6 | -2
O=C(NCc1ccc(F)cc1)c1cc(S(=O)(=O)N2CCOCC2)ccc1F | -6 | 2 | -1 | 9 | 1.1 | 8 | -10 | -2 | 5
N#CC1=C(N)N2C(=C(C#N)C13CCN(Cc1ccccc1)CC3)Nc1ccccc12 | -15 | 6 | -2 | -5 | -0.29 | 12 | 8 | 12 | 5
O=C(Nc1ccccc1)N1CCSc2cc(Cl)ccc21 | -23 | 13 | 4 | 0 | -0.34 | 14 | 3 | -15 | x
CNS(=O)(=O)c1ccc(C)cc1 | x | -3 | -1 | -13 | 0.15 | -9 | 9 | -12 | 12
Cc1cccc(NC(=O)COc2ccccc2C)n1 | 0 | -12 | 1 | 16 | 0.47 | -40 | -15 | -22 | -24
CCc1ccccc1NC(=S)NCc1ccc2c(c1)OCO2 | 12 | -16 | -8 | -4 | -0.07 | -75 | 8 | -4 | x
COc1cc(OC)cc(C(=O)Nc2ccc(-n3cnnn3)c(C)c2)c1 | -19 | -10 | -5 | -4 | -0.44 | 9 | 1 | 2 | -6
